HTR5A ag ctr: counter-screen for OPRM1-OPRD1 agonists: human HTR5A agonism | AID 504692 | P47898 | activation, % at 9.3 µM | HTR5A agonist assay, luminescence, cell-based | 0.61% of 340,000 active; in the data active = activation mostly above about 9.5%, no sharp cut-off; inactive = mostly below about 7.6%;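 note: 0% = cells with vehicle only and 100% = reference agonist; strong numbers were not always called active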
Target sequence (P47898 whole entry, looked up): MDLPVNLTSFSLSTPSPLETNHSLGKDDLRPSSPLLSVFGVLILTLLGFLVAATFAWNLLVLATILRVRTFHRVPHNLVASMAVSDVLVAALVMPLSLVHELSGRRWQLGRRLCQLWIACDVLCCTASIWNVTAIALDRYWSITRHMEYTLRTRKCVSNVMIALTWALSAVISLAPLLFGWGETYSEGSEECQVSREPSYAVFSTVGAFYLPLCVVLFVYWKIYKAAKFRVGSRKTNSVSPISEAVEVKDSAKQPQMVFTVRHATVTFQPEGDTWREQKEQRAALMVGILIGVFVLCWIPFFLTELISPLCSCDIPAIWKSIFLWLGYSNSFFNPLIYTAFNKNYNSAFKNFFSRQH
Cardiac RTF inh: cardiac RTF calcium desensitization. IANBD-labeled cardiac RTF, Ca2+ fluorescence. 0.12% of 340,000 active. AID 493244. inhibition, % at 7.15 µM;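 active = inhibition above the mean inhibition of all tested compounds plus 3 SD, cut at about 17% in these data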;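 note: assay run at fixed EC70 calcium of 1.6 mM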
HTR5A inv ctr: counter-screen for OPRM1-OPRD1 inverse agonists: human HTR5A inverse agonism | 0.083% of 340,000 active | HTR5A cell line, luminescence | P47898 | AID 504634 | inhibition, % at 9.3 µM; in the data active = inhibition mostly above about 23%, no sharp cut-off; inactive = mostly below about 18%;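 note: 0% = cells with DMSO and 100% = no-cell wells with DMSO; some compounds called inactive have numbers as strong as hits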
Keap1 Nrf2 FP: inhibitors of human Keap1-Nrf2 protein-protein interaction; Q14145; Keap1 Kelch-Nrf2 peptide fluorescence polarization, 1536-well; inhibition, % at 9.4 µM; 0.15% of 340,000 active; AID 504523; in the data active = inhibition above about 12%;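 note: human Keap1 Kelch domain with fluorescein labeled Nrf2 9mer peptide probe; 0% = neutral control wells and 100% = peptide positive control; higher means more block of Keap1 binding to Nrf2 peptide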
Target sequence (Q14145 whole entry, looked up, the tested form may be a part): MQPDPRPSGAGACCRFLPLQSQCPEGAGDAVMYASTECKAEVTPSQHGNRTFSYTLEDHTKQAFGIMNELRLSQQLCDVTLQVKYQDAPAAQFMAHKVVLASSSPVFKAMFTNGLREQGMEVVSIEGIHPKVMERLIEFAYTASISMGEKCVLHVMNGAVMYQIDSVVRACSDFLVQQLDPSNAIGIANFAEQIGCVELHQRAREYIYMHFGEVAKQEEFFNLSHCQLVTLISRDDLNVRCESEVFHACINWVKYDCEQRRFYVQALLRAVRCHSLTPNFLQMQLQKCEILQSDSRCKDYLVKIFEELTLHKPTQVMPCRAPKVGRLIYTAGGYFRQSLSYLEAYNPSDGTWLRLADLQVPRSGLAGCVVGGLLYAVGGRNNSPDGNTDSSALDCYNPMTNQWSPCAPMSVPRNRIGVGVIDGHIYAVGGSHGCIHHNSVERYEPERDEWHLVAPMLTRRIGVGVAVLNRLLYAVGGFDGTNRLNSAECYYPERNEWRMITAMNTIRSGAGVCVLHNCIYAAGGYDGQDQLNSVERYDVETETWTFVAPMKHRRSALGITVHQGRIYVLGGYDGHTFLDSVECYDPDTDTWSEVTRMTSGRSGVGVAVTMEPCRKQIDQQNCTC
MOR-DOR ag: OPRM1-OPRD1 heterodimerization agonism; cells, luminescence; activation, % at 9.3 µM; 0.3% of 340,000 active; AID 504326; in the data active = activation above about 18%;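 note: 0% = vehicle-treated cells and 100% = reference agonist; values of inactives mirror those of a sister screen read the other way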
V-ATPase pHluor: yeast V-ATPase proton transport regulation by pHLuorin. S. cerevisiae, pHLuorin cytosolic pH fluorescence. response, % at 10 µM. 0.37% of 350,000 active; in the data active = response mostly above about 7.3%, no sharp cut-off; inactive = mostly below about 5.4%; note: actives read high; inactives centre near 0; some compounds called inactive have numbers as strong as hits; reference of the scale not given here
OPRM1-OPRD1 inv: inverse agonist of human OPRM1-OPRD1 heterodimerization; cell-based MOR-DOR heterodimer luminescence, inverse agonism; inhibition, % at 9.3 µM; 0.21% of 340,000 active; P35372+P41143; in the data active = inhibition above about 22%, passing the limit was not always enough;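 note: 0% = cells with DMSO and 100% = wells without cells with DMSO; values of inactives mirror those of a sister screen read the other way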
C-LANA FP: blocks KSHV LANA C-terminal domain binding to DNA. MBP-C-LANA/FAM-LBS DNA binding, fluorescence polarization. inhibition, % at 9 µM. 0.078% of 340,000 active. AID 504423;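 active = highest replicate inhibition at or above 60% at 9 µM, even if other replicates fall short; inactive = all replicates below 60% inhibition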;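 note: 0% = neutral control wells and 100% = 4 µM acridine orange control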
CAL-PDZ inh HTS: inhibitors of human CAL PDZ peptide binding; purified CAL PDZ, TMR-peptide fluorescence polarization, 1 h; inhibition, % at 24.9 µM; 0.92% of 300,000 active; AID 602252;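 active = mean inhibition of at least 30% with at least half of replicates also reaching 30%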;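 note: 0% = DMSO neutral control and 100% = excess unlabeled competitor peptide PRC23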
cardiac RTF act: cardiac RTF calcium sensitization. P19429+P45379. IANBD-labeled TnC RTF fluorescence at EC20 calcium; 0% EC20 calcium, 100% full calcium. activation, % at 7.2 µM. 0.24% of 340,000 active;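 active = activation above the mean over all tested compounds plus 3 SD, cut at about 30% in these data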;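 note: rise in fluorescence read as greater calcium sensitivity of cardiac thin filaments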
* hit, by the source's call; . = not tested or not shown.

SMILES	HTR5A ag ctr	Cardiac RTF inh	HTR5A inv ctr	Keap1 Nrf2 FP	MOR-DOR ag	V-ATPase pHluor	OPRM1-OPRD1 inv	C-LANA FP	CAL-PDZ inh HTS	cardiac RTF act
Cc1cc(OCC(=O)N2CCN(c3cccc(Cl)c3)CC2)c2c(C)c(C)c(=O)oc2c1	5	-5	1	-1	-2.6	2	14	0.4	0	-2
COc1ccc(NC(=O)Nc2ccc(N3CCOCC3)c3nonc23)c(OC)c1	2	-7	-5	-6	-1.4	0	8	0.0	.	6
CCC(=O)c1ccc(SC(=O)N(C)C)cc1O	0	-5	2	-5	-3.0	-2	15	0.1	.	3
O=C(Cc1cccc2ccccc12)Nc1ccc(N2CCOCC2)cc1	-3	4	-36	-2	-1.9	0	10	0.0	.	3
CCC(=O)Nc1cc(-c2cc3ccccc3oc2=O)ccc1OC	-2	-1	6	-7	-1.1	-1	6	0.7	-2	-4
O=C(Nc1ccncc1)C1CCN(S(=O)(=O)c2c(Cl)cccc2Cl)CC1	1	9	-2	-1	-0.7	2	4	1.5	0	-2
CCOc1ccccc1NC(=O)NNC(=O)COc1cccc(C)c1C	3	7	-11	-2	0.2	-1	-1	-1.1	2	-4
COc1ccc(C(=O)N(CC(=O)NC(C)(C)C)c2ccc3c(c2)OCCO3)cc1OC	2	-4	-3	-3	-1.3	-1	7	0.5	-7	5
Cc1ccc(S(=O)(=O)N2CCOCC2)cc1C(=O)Nc1ccncc1	2	-5	-6	-2	-3.8	-2	15	-1.8	-1	-2
Cc1cccc(N=C2NC(=O)/C(=C/c3cccnc3)S2)c1C	-5	4	5	0	-2.7	1	14	2.0	.	1
Cc1ccccc1CNC(=O)C(=O)Nc1nccs1	4	3	7	-5	-2.9	1	16	0.5	.	0
CC(C)N1CCN(Cc2cccc(-c3ccco3)c2)CC1CCO (configuration not stated)	-5	-5	8	1	0.4	0	-2	-1.1	-1	2
CC(=O)Nc1cccc(C)c1	1	1	-4	5	-3.1	-3	16	-1.4	-5	0
CN(C)/C=C/C=C1C(=O)CCCC1=O	7	1	-35	-1	-2.5	3	13	6.9	-3	-6
CC(C)CSc1nsc(N)n1	5	4	-14	1	0.8	0	-5	1.1	-2	7
Cc1c(NC2=CC(=O)CC(C)(C)C2)ccc([N+](=O)[O-])c1C	-2	-2	2	-3	0.5	1	-3	0.2	-2	1
O=C(COc1ncnc2ccccc12)NC(=O)NCc1ccccc1	3	7	-7	2	-1.7	5	8	0.5	-2	-3
Fc1ccc(Oc2nc(-c3ccccc3)nnc2C(F)(F)F)cc1	-7	-14	16	3	-1.9	-6	9	-0.6	-2	3
O=C(NCC1CCCO1)c1ccccc1NS(=O)(=O)c1cccc([N+](=O)[O-])c1 (configuration not stated)	4	-5	-20	3	-5.5	1	21	1.9	-2	-8
CN(Cc1ccccc1)C(=O)COC(=O)CCN1C(=O)C2CC=CCC2C1=O (configuration not stated)	2	-5	-6	-4	-0.6	1	3	-1.1	-2	0
COc1ccc(NC(=O)c2ccc(F)cc2)cc1S(=O)(=O)Nc1cc(C)ccc1Br	12*	-8	-9	3	4.8	-3	-33	2.0	-6	-2
O=C(c1cc(COc2ccc(F)cc2Cl)on1)N(CCO)Cc1cccs1	-1	1	-12	2	1.0	1	-5	0.6	4	-4
O=C(CCCOc1ccc(Cl)cc1Cl)NC(Cc1ccccc1)C(=O)O (configuration not stated)	-1	-7	2	-1	-1.6	6	8	-1.6	-3	-8
Cc1ccc(-c2cc(C(=O)N3CCN(c4ccc(O)cc4)CC3)c3ccccc3n2)cc1	4	-12	-6	-4	-1.8	7	7	1.9	1	0
Cc1ccc(Cl)c(OCC(=O)Nc2cccnc2)c1	-3	1	-2	4	-1.2	0	4	-1.9	-1	-1
CCOc1ccc(CCNC(=O)CCOc2cc(C)ccc2C)cc1OCC	2	-4	-6	-2	-0.7	-5	4	-1.0	1	-1
CSc1ncccc1C(=O)OCC(=O)NC(C)CCc1ccccc1 (configuration not stated)	9	-13	-26	2	-3.2	-6	13	0.8	1	-2
COc1ccccc1C(=O)NC1CCN(C(=O)Nc2ccc(C)cc2)CC1	2	6	-4	-4	-1.4	0	9	-0.6	-4	1
Cc1ccc(S(=O)(=O)Nc2ccc3c(c2)OCCO3)cc1	-1	7	2	-1	-1.1	0	5	-1.6	.	5
Cc1ccc(N2CC(C)Cn3c2nc2c3c(=O)[nH]c(=O)n2C)cc1C (configuration not stated)	0	-8	-2	-3	-0.9	-2	4	-3.2	.	0
Clc1ccc(CNc2ncccn2)cc1	1	-3	-4	-2	-3.0	5	14	0.8	4	-3
COc1cccc(-n2c(SCC(N)=O)nc3ccccc3c2=O)c1	-1	-6	2	-4	-2.0	-1	9	-1.2	-2	5
COc1cc2c(cc1OC)C(C(=O)N1CCN(c3ccccc3)CC1)C(c1cccs1)N(C)C2=O (configuration not stated)	-2	-6	9	-3	0.3	2	-2	-1.3	-4	2
CCCOn1nnnc1-c1ccccc1	20*	-17	-56	5	0.2	-3	-1	0.3	-4	-3
O=C(Nc1ccc(NC(=O)c2ccco2)cc1)c1cnccn1	2	-4	20	5	-3.3	1	19	0.8	0	3
CCn1c(CCNC(=O)c2cccs2)nnc1SCC(=O)Nc1ccc(Cl)cc1	1	-6	-3	2	-0.8	0	4	-0.4	-4	-1

Record cards, as listed above.
CCn1c(CCNC(=O)c2cccs2)nnc1SCC(=O)Nc1ccc(Cl)cc1 across the screens: HTR5A ag ctr: 1; Cardiac RTF inh: -6; HTR5A inv ctr: -3; Keap1 Nrf2 FP: 2; MOR-DOR ag: -0.8; V-ATPase pHluor: 0; OPRM1-OPRD1 inv: 4; C-LANA FP: -0.4; CAL-PDZ inh HTS: -4; cardiac RTF act: -1
Clc1ccc(CNc2ncccn2)cc1 across the screens: HTR5A ag ctr: 1; Cardiac RTF inh: -3; HTR5A inv ctr: -4; Keap1 Nrf2 FP: -2; MOR-DOR ag: -3.0; V-ATPase pHluor: 5; OPRM1-OPRD1 inv: 14; C-LANA FP: 0.8; CAL-PDZ inh HTS: 4; cardiac RTF act: -3

Continued.
SMILES	HTR5A ag ctr	Cardiac RTF inh	HTR5A inv ctr	Keap1 Nrf2 FP	MOR-DOR ag	V-ATPase pHluor	OPRM1-OPRD1 inv	C-LANA FP	CAL-PDZ inh HTS	cardiac RTF act
O=C1CC(c2cccs2)Cc2nc(NC(=O)C3CC3)ncc21 (configuration not stated)	5	-1	9	-5	-1.9	3	10	-0.2	1	0
O=C(Nc1ccccc1Br)c1ccc2nccnc2c1	4	-3	-11	2	-2.3	0	12	-0.4	-6	-1
O=C(N[C@@H](Cc1ccccc1)C(=O)O)c1cccs1	-2	-12	6	1	-0.3	-4	2	0.8	-2	-1
O=[N+]([O-])c1cccc(CN(CCO)Cc2ccccc2)c1	1	-1	8	-4	0.3	-1	-2	-1.1	-2	-3
CC1(C)CC(CC(=O)Nc2ccccc2[N+](=O)[O-])C(=O)O1 (configuration not stated)	1	-9	-3	-5	1.0	-3	-5	-1.7	-5	8
COc1ccc(CC(=O)NNC(=O)COc2ccc(Br)cc2C)cc1OC	5	4	-24	-2	-0.9	3	5	1.2	-3	-2
CCOC(=O)COn1c2c(c3c4no[n+]([O-])c4ccc31)CCCC2	7	-4	-19	0	-2.6	4	15	-0.3	7	-4
Cc1ccc(CN2C(=O)C(C)Oc3ccccc32)cc1 (configuration not stated)	-2	-9	6	2	6.4	0	-34	1.2	-1	2
CC(=C1C(=O)c2ccccc2C1=O)N1CCC(C(N)=O)(N2CCCCC2)CC1	-2	-6	-24	1	-1.4	1	7	-0.1	-2	1
COC(=O)[C@]1(Cc2ccccc2)N[C@H](CN(C)C(C)=O)[C@@H]2C(=O)N(C)C(=O)[C@@H]21	3	-2	-11	1	-2.4	0	11	0.3	0	-3
Cc1ccc(S(=O)(=O)N2CCCN(C(=O)CNC(=O)c3cccc(C)c3)CC2)cc1	1	-3	-3	-1	-1.7	1	7	0.4	-5	-4
CN(C)CC(C)(C)CNC(=S)NCc1ccc2c(c1)OCO2	0	-19	1	-2	-3.1	2	16	-2.3	-2	2
Nc1nccnc1C(=O)OCC(=O)N1CCN(S(=O)(=O)c2ccc(Cl)cc2)CC1	1	-25	8	2	0.3	0	-2	1.0	2	10
COc1ccc(CCNC(=O)C2CC(=O)N(CCc3ccc(C)cc3)C2)cc1OC (configuration not stated)	-5	-4	14	-3	-1.0	-1	5	0.6	5	3
O=C(C1=C(O)C(=O)N(Cc2ccco2)C1c1cccc(Cl)c1)c1ccco1 (configuration not stated)	3	-2	14	-5	-1.8	-3	12	0.1	.	-3
CCCCN(C)Cc1c(C)[nH]c2c(ccc3ccccc32)c1=O	1	5	-6	1	-0.9	-1	5	-1.9	-2	-5
O=C(C(Cc1ccccc1)N1C(=O)c2ccccc2C1=O)N1c2ccccc2CCc2ccccc21 (configuration not stated)	-2	6	4	0	-1.2	1	8	0.6	-1	-4
O=C(COC(=O)C1CCN(/C=C/C(=O)C(F)(F)F)CC1)Nc1cccc(F)c1	0	-1	0	-6	-1.1	2	7	0.1	-4	-1
O=C1C(=C(c2ccccc2)c2ccccc2)Nc2ccccc21	-1	7	-22	-2	-0.7	-1	4	1.6	-1	-7
O=C(CCCN1C(=O)c2ccccc2C1=O)OC1CSCC1NC(=O)c1ccccc1 (configuration not stated)	-3	-9	10	0	-0.9	5	5	-1.6	-5	0
Cc1ccc(OCC(O)CN2CCc3ccccc3C2)c(C)c1 (configuration not stated)	-2	-7	-4	-2	1.9	-7	-9	0.2	-1	-5
c1ccc(C2(CN3CCNC[C@@H]3CC3CCCCC3)CC2)cc1	1	-20	-2	4	5.5	2	-30	15	-1	8
COc1ccc(CN(Cc2cc3cccc(C)c3n3nnnc23)C(=O)N2CCOCC2)cc1	0	4	-9	0	-3.4	2	18	-1.6	0	-5
COc1cc(/C=N/NC(=S)NCCN2CCOCC2)cc(OC)c1O	-3	-11	-8	-4	-2.5	-6	14	-3.1	2	4
CCCCCCC(=O)N/N=C(\C)Cc1ccccc1	1	-7	-16	2	-0.6	-3	3	-0.2	-3	-4
CCc1cc2cccc(C)c2nc1SCC(=O)NC1CCCC1	-4	0	8	3	-0.2	5	1	-1.1	-6	1
CC(C)C1N(c2ccccc2)C(N)=C(C#N)C1(C#N)C#N (configuration not stated)	1	-8	-28	3	0.0	1	0	0.9	-4	-2
O=c1[nH]c(CNCc2cccnc2)nc2ccccc12	1	-8	7	1	0.0	3	0	2.2	-2	-7
O=C(C1CCCCN1S(=O)(=O)c1ccccc1)N1CCN(Cc2ccccc2)CC1 (configuration not stated)	7	-12	29	3	1.2	3	-6	1.5	-4	-1
O=[N+]([O-])c1cc(-c2ccn[nH]2)ccc1Cl	-2	-4	6	-1	1.6	-5	-9	2.5	-2	15
CCOc1ccccc1NC(=S)NC(=O)C1CC1	1	-10	-5	0	-0.1	-6	0	-1.0	-2	-3
O=C(Cn1nc(-c2ccc(N3CCOCC3)c([N+](=O)[O-])c2)c2ccccc2c1=O)N1CCCCC1	-5	10	-3	-4	-0.2	5	1	0.6	1	-4
CC(C)C[C@H](NC(=O)c1nc[nH]c1C(=O)N[C@@H](CCCCNC(=O)OC(C)(C)C)C(=O)OC(C)(C)C)C(=O)OCc1ccccc1	1	-11	4	-9	1.0	-1	-5	2.2	-3	-2
COC(=O)c1ccc(Cl)c(NC(=O)CN2CCN(Cc3ccccc3)CC2)c1	-1	-7	10	-2	-3.1	5	13	-2.8	-3	-3

Assay outcomes as filed in PubChem.
